Screens from PubChem BioAssay.
KDM4C inh = inhibitors of human demethylase GASC-1 KDM4C. Q9H3R0. GST-KDM4C 2-372, H3K9me3 peptide, LANCE TR-FRET. inhibition, % at 12.5 µM. 96,000 compounds, 0.15% hits. AID 720574;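 active = mean replicate inhibition above about 25%, with at least 55% of replicates also reaching it, limit read from the data, passing the limit was not always enough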
Target sequence (Q9H3R0 2-372 limits assumed): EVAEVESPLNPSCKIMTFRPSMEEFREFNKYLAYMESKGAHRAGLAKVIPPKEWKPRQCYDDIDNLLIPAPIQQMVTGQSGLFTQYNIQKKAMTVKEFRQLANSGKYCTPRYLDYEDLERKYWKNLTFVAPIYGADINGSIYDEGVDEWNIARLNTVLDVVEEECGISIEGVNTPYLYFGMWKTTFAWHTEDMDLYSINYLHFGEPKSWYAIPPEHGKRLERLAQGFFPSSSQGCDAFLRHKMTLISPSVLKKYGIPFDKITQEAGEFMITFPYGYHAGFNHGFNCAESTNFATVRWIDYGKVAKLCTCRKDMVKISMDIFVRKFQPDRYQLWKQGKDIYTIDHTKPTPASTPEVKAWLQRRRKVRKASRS
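reagent = H3K9me3 peptide substrate, Fe(II), 2-oxoglutarate | system = GST-tagged GASC-1 (JMJD2C) catalytic fragment, aa 2-372 | amount = enzyme final amount 10 nM | read-out = Fall in 671/618 emission ratio as inhibition | medium = HEPES buffer, pH 7.5, plus ascorbate | schedule = 30 min reaction, 60 min detection, RT | measured by = LANCE TR-FRET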
C diff HTS = inhibitors of Clostridium difficile growth; 86,000 compounds, 0.25% hits; AID 1259249; Clostridium difficile clinical isolate growth, OD600, 24 h; stronger effect = lower value; growth activity, negative = inhibition, % at 16 µg/mL (by protocol);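 active = mean growth activity at or below -80% and every replicate also at or below -80%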;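 also: 0% = DMSO wells and -100% = levofloxacin 16 µg/mL wells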
Pf Dd2 growth = inhibitors of Plasmodium falciparum Dd2 growth; P. falciparum Dd2 growth, SYBR Green, 72 h; stronger effect = lower value; activity change, % at 10 µM; 94,000 compounds, 2.3% hits; in the data active = activity change below about -80%
T cruzi growth = blocks T. cruzi growth in NIH3T3 culture; inhibition, % at 8.34 µM; T. cruzi beta-gal in NIH3T3, GalScreen luminescence, 90 h; 77,000 compounds, 5.9% hits;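 active = mean inhibition above about 93%, with at least 55% of replicates each passing it, limit read from the data, passing the limit was not always enough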
* marks the source's active call; other numbers are inactive results; . = no result given; & = joins results of further samples.

Each structure is followed by: KDM4C inh, C diff HTS, Pf Dd2 growth, T cruzi growth
#1 CC=Cc1ccc2n(c1=O)C[C@@H]1[C@@H](CO)[C@H](C(=O)NCCC)N(C(=O)CC3CC3)[C@H]21 (mixture of isomers)
 : 0.1, 2, 11, 10
#2 COc1ccc(S(=O)(=O)N(C)C[C@@H]2Oc3c(NC(=O)C4CCCCC4)cccc3C(=O)N([C@@H](C)CO)C[C@@H]2C)cc1
 : -0.8, 12, -8, -49
#3 O=C(Nc1ccccc1F)N1CCCCN2[C@H](CO)[C@H](c3ccc(C#Cc4ccccc4)cc3)[C@H]2C1
 : -1.7, 5, -69, 42
#4 O=C(N[C@H]1CC[C@H](CCNS(=O)(=O)c2ccc(Cl)cc2)O[C@@H]1CO)c1cccnc1
 : 0.6, 2, -12, -30
#5 C[C@H]1CN([C@@H](C)CO)C(=O)c2cc(NC(=O)C3CC3)ccc2O[C@H]1CN(C)Cc1ccc(Oc2ccccc2)cc1
 : 1.5, -6, -1, 61
#6 C[C@H]1CCCCO[C@H](CN(C)S(=O)(=O)c2ccc(Cl)cc2)[C@@H](C)CN([C@@H](C)CO)C(=O)c2cc(NC(=O)c3ccccc3)ccc2O1
 : -2.4, 8, -81*, 97
#7 C[C@@H](NC(=O)C[C@@H]1CC[C@H]2[C@@H](COC[C@H](O)CN2Cc2ccc(C(F)(F)F)cc2)O1)c1ccccc1
 : 0.7, 48&-15, -17, -27
#8 OC[C@H]1[C@@H](c2ccccc2)C2(CN(Cc3nccs3)C2)N1Cc1cc(F)ccc1F
 : 3.6, -3, -56, .
#9 C[C@H](CO)N1C[C@H](C)[C@H](CN(C)C(=O)C2CC2)Oc2ncc(C#Cc3cccc(F)c3)cc2C1=O
 : 0.6, 3, -18, 61
#10 C[C@H]1CN([C@@H](C)CO)C(=O)c2cc(C#CCN(C)C)cnc2O[C@@H]1CN(C)S(C)(=O)=O
 : 2.8, 4, 12, -10
#11 O=S(=O)(c1ccccc1)N1CC[C@@H]2[C@@H](CO)Nc3ccc(C#Cc4cccc(F)c4)cc3[C@@H]21
 : -4.8, 11, -43, 105*
#12 C[C@H](CO)N1C[C@H](C)[C@@H](CN(C)C(=O)Nc2ccc3c(c2)OCO3)OCCCC[C@H](C)Oc2ccc(NS(=O)(=O)c3ccccc3)cc2C1=O
 : 0.4, -18, -19, 30
#13 O=C(C[C@@H]1C=C[C@@H](NC(=O)C2CC2)[C@H](CO)O1)NCc1ccccc1Cl
 : -2.6, ., 21, -29
#14 COc1ccccc1NC(=O)N[C@H]1CC[C@@H](CCNS(=O)(=O)c2ccccc2)O[C@@H]1CO
 : -1.8, ., 11, -28
#15 C[C@@H]1CCCCO[C@H](CN(C)S(=O)(=O)c2ccccc2)[C@H](C)CN([C@@H](C)CO)C(=O)c2cc(NC(=O)NC3CCCCC3)ccc2O1
 : -0.5, -8, -46, 90
#16 O=C(C[C@H]1CC[C@@H]2[C@H](COC[C@H](O)CN2CCc2ccccc2)O1)NCc1ccc(F)cc1
 : 2.4, ., -1, 32
#17 C[C@H]1CN([C@@H](C)CO)C(=O)c2cccc(NS(=O)(=O)c3ccccc3)c2O[C@@H]1CN(C)C(=O)NC1CCCCC1
 : 2.9, -2, 9, 53
#18 C[C@H](CO)N1C[C@H](C)[C@@H](CN(C)C(=O)C2CCCCC2)Oc2cc(-c3cccnc3)ccc2S1(=O)=O
 : -0.1, -1, -1, 78
#19 CN(C)CCCNC(=O)C[C@@H]1CC[C@H]2[C@H](COc3ccc(NC(=O)NC4CCCC4)cc3C(=O)N2C)O1
 : 6.9, -2, 3, 13
#20 COc1ccc(NC(=O)Nc2ccc3c(c2)[C@@H]2C[C@H](CC(=O)N(C)C)O[C@@H](CO)[C@@H]2O3)cc1
 : -4.4, 0, -5, 19
#21 CCCNC(=O)N1CC2(CN(CC3CCCCC3)C2)c2c(n(C)c3cc(OC)ccc23)[C@@H]1CO
 : 0.6, -14, -76, .
#22 COC(=O)C[C@@H]1CC[C@H]2[C@@H](COc3ccc(NC(=O)c4ccc(OC)cc4)cc3C(=O)N2C)O1
 : -1.4, 0, -1, 19
#23 CN1C(=O)c2cc(NC(=O)c3ccc(F)c(F)c3)ccc2OC[C@@H]2O[C@@H](CC(=O)N3CCOCC3)CC[C@@H]21
 : 2.1, 6, -9, -2
#24 C[C@H]1CN([C@@H](C)CO)C(=O)Cc2cc(NC(=O)Nc3cccc4ccccc34)ccc2O[C@@H]1CN(C)Cc1ccncc1
 : 0.2, -7, 0, 22
#25 O=C(C[C@H]1CC[C@@H]2[C@H](COC[C@@H](O)CN2C(=O)c2cnccn2)O1)NCc1ccc(Cl)cc1
 : -0.1, ., 12, 31
#26 C[C@H]1CN([C@@H](C)CO)C(=O)Cc2cc(NC(=O)Cc3cn(C)c4ccccc34)ccc2O[C@H]1CN(C)Cc1ccc(C(F)(F)F)cc1
 : -9.0, 2, -79, 90
#27 C[C@@H]1CN([C@H](C)CO)C(=O)c2cccc(NC(=O)Nc3ccccc3)c2O[C@@H]1CN(C)S(=O)(=O)c1cccs1
 : 1.1, -7, -40, 48
#28 COC(=O)C[C@@H]1CC[C@H]2[C@@H](COc3ccc(NC(=O)Nc4ccc(C#N)cc4)cc3C(=O)N2C)O1
 : 1.5, -1, 12, 12
#29 CN1CCN(C(=O)C[C@@H]2C[C@@H]3c4cc(NC(=O)Cc5ccncc5)ccc4O[C@@H]3[C@@H](CO)O2)CC1
 : 1.0, ., 28, -3
#30 Cc1noc(C)c1NC(=O)NCC[C@@H]1CC[C@H](NC(=O)c2ccccc2)[C@H](CO)O1
 : 0.3, 8, 19, -5
#31 CO[C@@H]1CN(C)C(=O)c2cc(NS(C)(=O)=O)ccc2OC[C@@H](C)N(C(=O)NC(C)C)C[C@H]1C
 : -1.4, 0, 24, -20
#32 COc1ccc(CN(C)C[C@@H]2OCCCC[C@H](C)Oc3ccc(NS(=O)(=O)c4ccc(OC)cc4)cc3C(=O)N([C@H](C)CO)C[C@@H]2C)cc1
 : 2.3, 2, -27, 23
#33 Cc1cccc(S(=O)(=O)N2C[C@H](O)COC[C@@H]3O[C@H](CC(=O)Nc4ccc(-c5ccccc5)cc4)CC[C@H]32)c1
 : -0.5, 30&20, -60, 112*
#34 COCc1cn(CC[C@H]2CC[C@H](NC(=O)c3ccc(F)cc3)[C@@H](CO)O2)nn1
 : -2.4, 2, 1, -4
#35 CCNC(=O)C[C@H]1CC[C@@H](NC(=O)C2CCOCC2)[C@H](CO)O1
 : 0.8, 21, 12, 43
#36 C[C@H]1CN([C@@H](C)CO)C(=O)Cc2cc(NC(=O)NC3CCCCC3)ccc2O[C@H]1CN(C)Cc1ccc(C(=O)O)cc1
 : 0.2, -1, 22, -11
#37 N#C[C@H]1[C@@H](c2ccc(C3=CCCCC3)cc2)[C@H](CO)N1C(=O)NC1CCCC1
 : 2.4, 37, 15, .
#38 CC(C)NC(=O)N1[C@H](CO)[C@@H](c2ccccc2)[C@H]1CN(C)C(=O)c1cccnc1
 : -0.8, 2, 7, 13
#39 Cc1noc(C)c1NC(=O)Nc1cccc2c1O[C@H](CN(C)Cc1ccc3c(c1)OCO3)[C@@H](C)CN([C@@H](C)CO)C2=O
 : -0.8, -9, 6, -12
#40 COc1ccc(NC(=O)Nc2cccc3c2O[C@H](CN(C)C(=O)Nc2c(C)noc2C)[C@H](C)CN([C@@H](C)CO)C3=O)cc1
 : -1.0, -6, -64, 62
#41 CCCC#Cc1ccc(CC[C@H]2O[C@H]3CC[C@@H](CO)O[C@H]3C[C@H]2NC(=O)CN2CCOCC2)cc1
 : ., 3, -33, .
#42 OC[C@@H]1[C@@H](c2ccc(Br)cc2)[C@@H]2CN(Cc3cncnc3)CCCCN12
 : 0.6, 7, 14, 61
#43 Cc1noc(C)c1S(=O)(=O)Nc1ccc2c(c1)C(=O)N([C@H](C)CO)C[C@@H](C)[C@@H](CN(C)C(=O)c1ccncc1)OCCCC[C@H](C)O2
 : 0.1, -5, 5, 38
#44 CO[C@@H]1CC[C@H]2CCN(C)C(=O)[C@H](C)CN(C)C(=O)c3cc(C#N)ccc3OC[C@@H]1O2
 : -0.4, -2, ., 40
#45 COc1ccccc1C#Cc1ccc([C@H]2[C@@H](CO)N3CCCCN(C(=O)C4CCCC4)C[C@@H]23)cc1
 : ., -15, 5, 118*

[46] COc1ccc(C(=O)Nc2ccc3c(c2)OC[C@@H](C)NC[C@@H](C)[C@@H](OC)CN(C)C3=O)cc1
[47] O=C(Nc1ccccc1F)N1C[C@H]2[C@@H](c3ccccc31)[C@@H](CO)N2C(=O)c1ccccc1F
[48] CCCC#Cc1ccc([C@@H]2[C@@H](CO)N3CCCCN(CCC)C[C@@H]23)cc1
[49] C[C@@H]1CCCCO[C@@H](CN(C)C(=O)Nc2ccc3c(c2)OCO3)[C@@H](C)CN([C@H](C)CO)C(=O)c2cc(NC(=O)NC3CCCCC3)ccc2O1
[50] C[C@H](NC(=O)C[C@H]1CC[C@H](NC(=O)C2CCOCC2)[C@@H](CO)O1)c1ccccc1
[51] COc1ccc(CN(C)C[C@H]2Oc3c(NC(=O)Nc4c(C)noc4C)cccc3C(=O)N([C@@H](C)CO)C[C@@H]2C)cc1

Screen / compound no.,46,47,48,49,50,51
KDM4C inh,3.4,-0.4,-0.8,-0.2,1.1,2.3
C diff HTS,-1,-4,1,0,1,-4
Pf Dd2 growth,-49,-6,-33,-13,9,21
T cruzi growth,-23,37,82,-57,14,7

Profiles, quoted from the list:
CCCC#Cc1ccc([C@@H]2[C@@H](CO)N3CCCCN(CCC)C[C@@H]23)cc1 in the list: KDM4C inh = -0.8; C diff HTS = 1; Pf Dd2 growth = -33; T cruzi growth = 82
COc1ccc(CN(C)C[C@H]2Oc3c(NC(=O)Nc4c(C)noc4C)cccc3C(=O)N([C@@H](C)CO)C[C@@H]2C)cc1 in the list: KDM4C inh = 2.3; C diff HTS = -4; Pf Dd2 growth = 21; T cruzi growth = 7
COc1ccc(C(=O)Nc2ccc3c(c2)OC[C@@H](C)NC[C@@H](C)[C@@H](OC)CN(C)C3=O)cc1 in the list: KDM4C inh = 3.4; C diff HTS = -1; Pf Dd2 growth = -49; T cruzi growth = -23

The listing continues:
[52] C[C@@H]1CCCCO[C@H](CN(C)Cc2ccncc2)[C@H](C)CN([C@H](C)CO)C(=O)c2cc(NC(=O)NC3CCCCC3)ccc2O1
[53] C[C@H](CO)N1C[C@H](C)[C@H](CN(C)Cc2ccncc2)Oc2ccc(NS(C)(=O)=O)cc2C1=O
[54] CN1C(=O)c2cc(NC(=O)Nc3ccc(F)cc3)ccc2OC[C@H]2O[C@@H](CC(=O)NC3CCC3)CC[C@H]21
[55] Cc1noc(C)c1S(=O)(=O)N(C)C[C@H]1Oc2c(cccc2N(C)C)C(=O)N([C@H](C)CO)C[C@@H]1C
[56] CCC(=O)N1[C@@H]2c3ccc(-c4ccc(F)cc4)c(=O)n3C[C@@H]2[C@@H](CO)[C@@H]1C(=O)N(C)C
[57] CC(=O)N1CC(=O)N2[C@H](C1)[C@@H](c1ccc(-c3ccc(C(=O)N(C)C)cc3)cc1)[C@@H]2CO

Screen / compound no.,52,53,54,55,56,57
KDM4C inh,5.7,0.1,-0.3,0.6,-0.6,-0.2
C diff HTS,2,3,0,0,-4,0
Pf Dd2 growth,-13,8,-29,2,.,-45
T cruzi growth,92,3,3,20,8,.

[58] COc1ccc2c3c(n(C)c2c1)[C@H](CO)N(C(=O)CC1CC1)CC31CN(C(=O)CC2CC2)C1
[59] Cc1noc(C)c1NC(=O)N[C@H]1C=C[C@@H](CC(=O)N2CCN(C)CC2)O[C@@H]1CO
[60] COc1ccc(NC(=O)N[C@H]2CC[C@H](CCNC(=O)CN3CCOCC3)O[C@H]2CO)cc1
[61] CC(C)NC(=O)N(C)C[C@H]1Oc2ccc(NS(=O)(=O)c3ccc(F)cc3)cc2C(=O)N([C@@H](C)CO)C[C@H]1C
[62] Cc1noc(C)c1S(=O)(=O)N(C)C[C@H]1OCCCC[C@@H](C)Oc2ccc(NC(=O)Nc3ccc(F)cc3)cc2C(=O)N([C@@H](C)CO)C[C@@H]1C
[63] Cc1noc(C)c1S(=O)(=O)Nc1ccc2c(c1)C(=O)N([C@H](C)CO)C[C@@H](C)[C@@H](CN(C)S(=O)(=O)c1ccc(Cl)cc1)O2
[64] CCC(=O)N(C)C[C@H]1Oc2cc(-c3ccccc3F)ccc2S(=O)(=O)N([C@H](C)CO)C[C@@H]1C

Screen / compound no.,58,59,60,61,62,63,64
KDM4C inh,-0.7,-1.0,1.3,0.3,-3.4,-1.0,2.2
C diff HTS,-4,2,3,7,-10,-6,-3
Pf Dd2 growth,-9,8,10,13,-83*,9,15
T cruzi growth,.,-36,18,17,94,-12,81
